Assay outcomes deposited in PubChem BioAssay by several laboratories.
PostGolgi ctrl: growth inhibition of yeast control strain, primary screen, counter-screen for post-Golgi transport modulator project | efflux-deficient yeast background strain, growth absorbance A615, 16 h | inhibition, % at 10 µM | actives 5% (n = 98,000) | AID 738, 2007
CD11b adhes inh: inhibitors of CD11b/CD18 adhesion to fibrinogen, primary screen, K562 cells, luminescence | ATPlite luminescence; Mn2+ added to activate the integrin | inhibition, % at 10 µM | Integrin beta-2 (Homo sapiens) + Integrin alpha-M (Homo sapiens), P05107+P11215 | actives 0.54% (n = 93,000);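 active = primary inhibition of 50% or more at 10 µM, then 40% or more on retest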; note: some results filed as inactive read as strong as hits
sEH activator: soluble epoxide hydrolase activators, primary screen, biochemical, human sEH; Bifunctional epoxide hydrolase 2 (Homo sapiens), P34913; purified human sEH enzymatic activity, activator screen; activation, % at 2 µM; actives 0.04% (n = 91,000); in the data active = activation above about 37%; note: values of inactives mirror those of a sister screen read the other way
Target sequence (P34913 whole entry, looked up): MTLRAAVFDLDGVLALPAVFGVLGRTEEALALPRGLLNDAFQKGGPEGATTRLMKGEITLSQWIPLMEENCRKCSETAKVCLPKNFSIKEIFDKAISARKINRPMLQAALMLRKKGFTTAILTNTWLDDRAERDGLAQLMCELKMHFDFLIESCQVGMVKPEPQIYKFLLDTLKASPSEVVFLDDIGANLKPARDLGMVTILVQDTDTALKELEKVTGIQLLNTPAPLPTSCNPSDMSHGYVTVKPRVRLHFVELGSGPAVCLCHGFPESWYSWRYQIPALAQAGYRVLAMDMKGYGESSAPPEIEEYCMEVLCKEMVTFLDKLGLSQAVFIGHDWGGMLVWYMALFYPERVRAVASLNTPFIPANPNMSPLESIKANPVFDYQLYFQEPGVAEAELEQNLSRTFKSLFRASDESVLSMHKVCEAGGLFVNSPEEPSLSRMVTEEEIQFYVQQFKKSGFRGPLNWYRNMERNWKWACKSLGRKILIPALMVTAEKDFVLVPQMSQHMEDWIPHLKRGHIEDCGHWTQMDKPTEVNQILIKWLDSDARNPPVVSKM
S1P2 antag: human S1P2 receptor antagonists, primary screen, cell-based. Sphingosine 1-phosphate receptor 2 (Homo sapiens), O95136. cell-based S1P2 antagonist assay, inhibition at 5 uM. inhibition, % at 5 µM. actives 0.21% (n = 97,000); in the data active = inhibition above about 45%;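 note: CRE beta-lactamase reporter cells expressing human S1P2 stimulated with S1P; 0% = agonist at EC80 alone and 100% = agonist plus reference antagonist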
PostGolgi yeast: phenotypic screen on post-Golgi transport, primary screen; inhibition, % at 10 µM; post-Golgi transport phenotypic cell assay; actives 0.9% (n = 98,000);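 note: yeast cells grown in 1536-well plates; yeast grown about 18 h at 30C before absorbance read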
PLAP act: PLAP enzyme activators, biochemical, luminescence, HTS; Alkaline phosphatase, placental type (Homo sapiens), P05187; purified PLAP enzyme, luminescent substrate read-out; stronger effect = higher value; activation fold at 20 µM; actives 1.2% (n = 96,000); AID 696, 2007; in the data active = activation fold above about 2
Target sequence (P05187 whole entry, looked up): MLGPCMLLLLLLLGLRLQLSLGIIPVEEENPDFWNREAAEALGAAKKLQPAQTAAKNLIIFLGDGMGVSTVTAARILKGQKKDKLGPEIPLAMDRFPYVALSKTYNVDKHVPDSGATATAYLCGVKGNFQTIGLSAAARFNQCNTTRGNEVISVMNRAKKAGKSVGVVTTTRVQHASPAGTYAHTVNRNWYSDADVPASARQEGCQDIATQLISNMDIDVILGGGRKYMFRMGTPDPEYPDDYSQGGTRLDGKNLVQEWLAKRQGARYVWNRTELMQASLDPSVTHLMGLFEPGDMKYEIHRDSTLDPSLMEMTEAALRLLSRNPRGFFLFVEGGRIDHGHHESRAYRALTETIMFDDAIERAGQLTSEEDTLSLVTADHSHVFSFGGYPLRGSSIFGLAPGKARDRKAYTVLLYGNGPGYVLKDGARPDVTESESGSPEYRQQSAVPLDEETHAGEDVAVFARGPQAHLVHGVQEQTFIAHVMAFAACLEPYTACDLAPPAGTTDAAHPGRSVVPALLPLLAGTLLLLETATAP
E coli WT exp: growth inhibitors of wild-type E. coli, primary screen, strain BW25113, expanded library, OD600. actives 0.15% (n = 98,000). growth inhibition, % at 100 µM. AID 710, 2007. OD600 absorbance;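 active = growth inhibition above about 50% at one test dose, limit read from the data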;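 note: growth measured after 20 h incubation at 37 °C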
S1P2 ag: S1P2 receptor agonists, primary screen, cell-based. S1P2-expressing cell line, agonist reporter read-out. activation, % at 4.5 µM. actives 0.46% (n = 97,000). AID 729, 2007; in the data active = activation above about 16%;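 note: 0% = vehicle low control and 100% = maximal reference agonist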
sEH inhibitor: soluble epoxide hydrolase inhibitors, primary screen, biochemical, human sEH. Bifunctional epoxide hydrolase 2 (Homo sapiens), P34913. recombinant human sEH enzymatic activity assay. inhibition, % at 2 µM. actives 0.34% (n = 91,000). AID 707, 2007; in the data active = inhibition above about 80%; note: values of inactives mirror those of a sister screen read the other way; many of its hits are not listed in these tables
* marks the source's active call; other numbers are inactive results; . = not tested or not shown. Cut-off read from the data, not from the text of the source, unless noted: active = inhibition above about 30%; inactive = the rest.

SMILES	PostGolgi ctrl	CD11b adhes inh	sEH activator	S1P2 antag	PostGolgi yeast	PLAP act	E coli WT exp	S1P2 ag	sEH inhibitor
CCOc1ccc(S(=O)(=O)N2CCN(Cc3ccccc3)CC2)c2cccnc12	15	-5	8	-19	2	1.3	5	-1	-10
CCOCCCNC(=O)CCNS(=O)(=O)c1ccc(C)cc1	-8	-39	13	6	1	0.9	-5	-7	-9
COCCNC(=O)c1ccc2ccccc2n1	0	14	3	-2	4	1.1	11	-6	-1
CCOc1ccc(C2C(C(=O)c3cccs3)=C(O)C(=O)N2CCCn2ccnc2)cc1 (stereo not drawn)	.	.	10	6	.	1.3	.	-5	-10
NC(=O)c1cc(Cl)cn(-c2ccccc2)c1=O	1	-7	0	-6	4	0.8	2	-6	-1
COc1ccc(CCNC(=O)CSc2cc(=O)[nH]c(N)n2)cc1OC	11	24	2	8	5	0.9	-3	-3	-2
CC(C)N1C(=O)S/C(=C/c2cccnc2)C1=O	5	.	4	21	-8	1.2	1	-7	-3
CN1C(=O)OC2(C)CCc3ccccc3C12C (stereo not drawn)	2	14	-17	11	-2	0.8	5	-4	18
Cc1ccc(C)c(NC(=O)CSc2nnc(-c3ccccc3)n2N)c1	-5	-11	-3	-7	18	0.9	2	-2	4
CC(=O)Nc1ccc(NC(=O)C(C)OC(=O)c2ccc(OCc3c(C)noc3C)cc2)cc1 (stereo not drawn)	2	-2	-6	5	6	1.4	-17	-2	6
Cc1c(C(=O)O)[nH]c2c1C(=O)CC(c1ccc(Cl)cc1)C2 (stereo not drawn)	3	-7	-14	-16	2	1.1	3	-8	15
COc1ccc(-c2nsc3c(N4CCCC4)ncnc23)cc1	8	83	-5	-9	3	1.5	-7	-8	4
N#Cc1cc(Oc2ccc(Cl)cc2)c(N2CCOCC2)cc1C#N	.	.	-14	-9	.	.	.	-3	15
Cc1nn(C(C)CC(=O)O)c(C)c1C (stereo not drawn)	1	-18	-7	0	14	0.9	5	-4	2
COCCN(Cc1cc2cc(C)c(C)cc2nc1Cl)C(=O)Nc1ccccc1	5	10	.	7	10	1.2	4	-3	.
Cc1cccc(NC(=O)NCc2ccccn2)c1	.	.	6	1	.	.	.	-7	-3
O=C(O)c1ccc(CSc2nnc(COc3ccc(Cl)cc3Cl)o2)cc1	6	11	0	.	-1	1.1	3	.	5
COc1ccc(-c2cc(C(=O)OCC(=O)Nc3cc(C)on3)c3ccccc3n2)cc1OC	1	.	0	-3	-7	0.9	2	-2	3
COc1ccc(C2(C(=O)Nc3c(C)n(C)n(-c4ccccc4)c3=O)CCCC2)cc1OC	.	.	-4	-16	.	.	.	-2	6
CCOC(=O)CC1(c2ccccc2)CCOC(C)(C)C1 (stereo not drawn)	2	0	-2	-43	-10	1.4	5	2	5
C/C=C/Cn1c(N(C)Cc2ccccc2)nc2c1c(=O)[nH]c(=O)n2C	8	26	.	.	-1	1.3	-4	.	.
Cc1ccc(S(=O)(=O)NCC(C)NS(=O)(=O)c2ccc(C)cc2)cc1 (stereo not drawn)	13	6	-8	-13	-1	0.9	-2	0	8
Cc1sc2ncnc(SCC(=O)NCC(C)C)c2c1C	5	-2	-55	-24	-1	0.9	7	1	56
Cc1ccc2nc(NC(=O)CCNS(=O)(=O)c3cccs3)sc2c1	36*	-14	.	.	14	1.4	1	.	.
CC(=O)NC1C(=O)N=C(SCC(=O)NC2CCCCC2)NC1=O (stereo not drawn)	1	-7	18	10	4	1	2	0	-18
CC(C)(C)c1ccc(-c2nnc(SCC(=O)O)n2N)cc1	3	-8	.	.	2	1.1	-2	.	.
CC1=CC(C)(C)Nc2ccc(OC(=O)c3ccco3)cc21	7	-2	3	14	5	1	7	-4	-1
COC(=O)CSc1nnc(-c2ccoc2C)n1-c1ccc(OC)cc1	4	-8	-10	10	6	1	3	-5	9
COc1ccc(C(CNC(=O)COc2ccccc2OC)N(C)C)cc1OC (stereo not drawn)	1	-3	-3	9	-7	1	-2	-5	3
CCOC(=O)C(C(=O)Nc1cccc(C)c1)C1CCCCC1 (stereo not drawn)	6	-28	-10	-20	3	0.9	-7	1	7

In the list so far, these have two or more sulfur atoms.
SMILES	PostGolgi ctrl	CD11b adhes inh	sEH activator	S1P2 antag	PostGolgi yeast	PLAP act	E coli WT exp	S1P2 ag	sEH inhibitor
Cc1ccc(S(=O)(=O)NCC(C)NS(=O)(=O)c2ccc(C)cc2)cc1 (stereo not drawn)	13	6	-8	-13	-1	0.9	-2	0	8
Cc1sc2ncnc(SCC(=O)NCC(C)C)c2c1C	5	-2	-55	-24	-1	0.9	7	1	56
Cc1ccc2nc(NC(=O)CCNS(=O)(=O)c3cccs3)sc2c1	36*	-14	.	.	14	1.4	1	.	.

Following part.
SMILES	PostGolgi ctrl	CD11b adhes inh	sEH activator	S1P2 antag	PostGolgi yeast	PLAP act	E coli WT exp	S1P2 ag	sEH inhibitor
c1ccc2nc(-c3nc4ccccc4[nH]3)ccc2c1	4	34	.	.	21	1	-1	.	.
CCCOc1ccc(C(=O)NNC(=S)NC(C)=O)cc1	32*	.	-5	-13	47*	1.4	88*	-3	8
COc1cccc(CN(C)CC(=O)NC(=O)NCc2ccco2)c1	8	-41	17	18	-1	1.4	1	-5	-18
Cn1c(=O)oc2cc(S(=O)(=O)N3CCC(C(=O)NCc4cccs4)CC3)ccc21	9	-6	-5	13	-9	1	0	-3	2
Clc1cccc2sc(N3CCCC3)nc12	3	-21	-2	-1	-1	0.8	7	-9	4
COc1ccc(OC)c(-c2cc(C(=O)Nc3cc(C)on3)no2)c1	5	16	-21	-8	3	0.9	1	0	21
O=C(CSc1nccn1-c1ccc(F)cc1)NCc1ccc2c(c1)OCO2	11	-5	1	14	-8	0.9	1	-2	-1
CC(C)Oc1ccccc1C1CC(=O)Nc2c1c(=O)n(C)c(=O)n2C (stereo not drawn)	10	2	11	4	-9	1	3	-6	-14
Cc1ccc(Nc2nc(N)nc(CSCCO)n2)cc1	-4	1	-12	10	-2	1	6	-8	12
COc1ccc2c(c1)C(C)=CC(C)(C)N2C(=O)CSc1nnc(-c2ccc(C)cc2)o1	21	19	10	-13	52*	1	-29	-3	-8
COC(=O)CNC(=O)CNC(=O)Nc1ccccc1	11	-10	-3	-6	5	1	3	-5	1
O=C(CSc1ncnc2sc3c(c12)CCCC3)c1ccco1	46*	19	-3	5	0	0.9	-7	1	2
Cc1cccc(-c2nsc(SCC(=O)Nc3nccs3)n2)c1	-1	.	6	8	-4	0.8	-8	-5	-5
Cn1c2c(c(=O)n(C)c1=O)CN(CC1CCCO1)CN2 (stereo not drawn)	8	-2	-9	-12	-2	1	3	-8	10
CC(C)CCNC(=O)C1CCC(=O)N1C(C)C (stereo not drawn)	23	-8	-9	6	18	1.1	-1	-5	8
CCSc1nnc(-c2ccc(S(=O)(=O)N3CCCC3)cc2)n1C	13	7	11	23	-5	1	-1	-5	-14
COC(=O)c1ccc(N/C(C)=C/C(=O)c2ccc(C)o2)cc1	-3	-17	1	16	-2	0.7	-1	-5	0
O=C(O)CCCCCNC(=O)CCn1cnc2ccccc2c1=O	2	1	-25	12	2	1	-4	-8	26
C/C(=N\NC(=O)c1[nH]c2c([N+](=O)[O-])cc(C)cc2c1-c1ccccc1)c1cccnc1	12	-4	-4	17	3	1.4	4	-5	8
COc1cc(C(=O)NCc2nnc(SCC(=O)N3CCc4ccccc43)o2)cc(OC)c1OC	0	-16	0	45	5	1.2	-5	-9	0
CCOc1ccc(C)cc1-n1nc2ccccc2n1	12	-3	-4	-3	4	1.1	2	-7	6
Cc1ccc(O)c(C2=NOC(O)(C(F)(F)F)C2)c1 (stereo not drawn)	-2	11	-13	19	0	1.2	9	-9	11
CCOC(=O)C(C)Sc1nnc(-c2ccccc2O)n1-c1ccc(C)cc1 (stereo not drawn)	11	9	-6	9	7	1.3	2	-3	7
O=c1oc2ccccc2c(N2CCCC2)c1CN1CCCC1	1	14	-13	-33	-10	0.8	0	-1	14
Cc1nc2sccc2c(=O)n1-c1cccc(Cl)c1	4	2	7	0	-5	0.8	0	-3	-5
CCC(c1nnnn1C(C)(C)C)N(Cc1ccco1)Cc1cc2cccc(C)c2[nH]c1=O (stereo not drawn)	-2	-4	-10	-1	-3	1.5	-18	-3	9
COc1cccc2c(=O)cc(C)n(CC(=O)Nc3ccc(C)c(C)c3)c12	-1	36	-20	-1	8	1.4	-7	-13	22
CCc1ccc(NC(=O)c2cc(-c3ccc(OC)cc3)on2)cc1	0	-24	8	-19	-6	0.5	-14	-3	-9
O=C(O)CN1C(=O)SC(Nc2ccccc2C(=O)O)C1=O (stereo not drawn)	14	-19	1	8	1	1	0	1	-3
CCCc1ccc(-c2cc(C(=O)N/N=C/c3ccc([N+](=O)[O-])o3)c3ccccc3n2)cc1	32*	74	-24	-3	6	1.4	-5	-3	26

Part of the list above in order of formula weight, largest number first:
SMILES	PostGolgi ctrl	CD11b adhes inh	sEH activator	S1P2 antag	PostGolgi yeast	PLAP act	E coli WT exp	S1P2 ag	sEH inhibitor
COc1cc(C(=O)NCc2nnc(SCC(=O)N3CCc4ccccc43)o2)cc(OC)c1OC	0	-16	0	45	5	1.2	-5	-9	0
CCC(c1nnnn1C(C)(C)C)N(Cc1ccco1)Cc1cc2cccc(C)c2[nH]c1=O (stereo not drawn)	-2	-4	-10	-1	-3	1.5	-18	-3	9
C/C(=N\NC(=O)c1[nH]c2c([N+](=O)[O-])cc(C)cc2c1-c1ccccc1)c1cccnc1	12	-4	-4	17	3	1.4	4	-5	8
COC(=O)c1ccc(N/C(C)=C/C(=O)c2ccc(C)o2)cc1	-3	-17	1	16	-2	0.7	-1	-5	0
Cc1nc2sccc2c(=O)n1-c1cccc(Cl)c1	4	2	7	0	-5	0.8	0	-3	-5

Further results follow.
SMILES	PostGolgi ctrl	CD11b adhes inh	sEH activator	S1P2 antag	PostGolgi yeast	PLAP act	E coli WT exp	S1P2 ag	sEH inhibitor
Fc1ccc(/C=N/c2c(-c3ccc(F)cc3)nc3n2CCS3)cc1	0	.	.	2	-7	1.1	-7	-4	.
COc1cccc(/C=N/NC(=O)CO/N=C(\C)c2cccs2)c1OC	-2	.	-19	4	-1	1.1	-1	0	20
O=C(NCCCCc1ccccc1)C12CN(Cc3ccccc3)CC1C(c1ccc([N+](=O)[O-])cc1)=NO2 (stereo not drawn)	1	2	8	3	-3	1.5	-7	-5	-10
Cc1ccccc1NC(=O)C1CCCN1S(=O)(=O)c1cccc2cccnc12 (stereo not drawn)	15	-12	-9	8	-6	1.4	4	-2	8
COC(=O)n1c(=S)oc2cc(Cl)ccc21	12	-25	-16	-12	-3	0.8	11	0	17
Cc1ccccc1Cn1c(=O)n(CCC(=O)NCc2ccc3c(c2)OCO3)c(=O)c2ccccc21	-3	-5	-18	8	-2	0.8	4	-8	16
COc1cccc(C2=NOC(C(=O)Nc3ccc(C(C)=O)cc3)C2)c1 (stereo not drawn)	14	.	-3	14	3	1.1	5	-3	5
COc1ccc(NC(=O)CN2CCC(NC(=O)C3CCCCC3)CC2)cc1	-3	-22	-17	24	0	1.1	2	-6	19
O=C(Nc1ccc(O)cc1)C1CC=CCC1 (stereo not drawn)	-1	-13	-11	0	-3	1	0	-9	10
CC1CCN(C(=O)Cn2cc(C(=O)c3ccco3)c3ccccc32)CC1	5	3	29	9	3	1.1	1	-2	-28
CCCN1Cc2cccc(C(=O)NC3CCCC3)c2C1=O	12	-13	-6	-26	0	0.9	3	-6	7
CCCC/C(C)=N\NC(=O)CNS(=O)(=O)c1ccc([N+](=O)[O-])cc1	3	2	-5	-3	-3	1.1	8	-4	6
CCCCOc1ccc(/C=C/C(=O)NCCc2nc3ccccc3[nH]2)cc1	11	.	17	6	-5	1.1	4	-6	-16
O=C(OCCN1C(=O)c2ccccc2C1=O)c1cnccn1	2	-13	-2	8	2	0.9	-5	-2	0
Cc1c(CN(C)C(=O)c2ccc(Br)o2)cnn1C	.	.	8	-28	.	.	.	1	-4
CCOC(=O)C1=C(C)N=C2c3ccccc3C(=O)C2C1c1ccc(Cl)cc1 (stereo not drawn)	24	.	14	11	20	1	-6	-9	-11
